Screening data (PubChem BioAssay)
CXCR6 block: inhibitors of human CXCR6 receptor; O00574; CHO-K1 PathHunter CXCR6 beta-arrestin, luminescence; inhibition, % at 20 µM; actives 0.36% (n = 360,000); in the data active = inhibition above about 34%, passing the limit was not always enough;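 also: antagonist mode with CXCL16 agonist at 10 nM final; 0% = 10 nM CXCL16 with DMSO and 100% = unstimulated wells without agonist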
Target sequence (O00574 whole entry, looked up): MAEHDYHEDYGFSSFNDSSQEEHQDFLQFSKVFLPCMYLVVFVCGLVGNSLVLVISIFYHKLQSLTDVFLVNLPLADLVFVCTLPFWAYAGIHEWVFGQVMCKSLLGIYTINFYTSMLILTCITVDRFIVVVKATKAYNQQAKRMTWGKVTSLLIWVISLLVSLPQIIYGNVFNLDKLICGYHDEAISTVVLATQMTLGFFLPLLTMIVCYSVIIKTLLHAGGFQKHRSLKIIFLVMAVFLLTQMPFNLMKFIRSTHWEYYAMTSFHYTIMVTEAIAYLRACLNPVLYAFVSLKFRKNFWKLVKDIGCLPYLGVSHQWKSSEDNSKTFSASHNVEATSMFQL
APJ antagonist: blocks the human apelin receptor APJ; inhibition, % at 20 µM; P35414; CHO-K1 APJ beta-arrestin complementation, luminescence; actives 0.32% (n = 330,000);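 active = inhibition above about 40% at 20 µM, limit read from the data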;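 also: cells challenged with 10 nM apelin-13 agonist together with compound; plate controls were apelin-13 plus DMSO wells for no effect and DMSO wells lacking apelin-13 for full effect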
EBI2 block: blocks human EBI2 receptor beta-arrestin signaling | inhibition, % at 5 µM | EBI2 beta-arrestin recruitment, luminescence, 7a,25-OHC stimulated | P32249 | actives 0.81% (n = 360,000) | AID 651636; in the data active = inhibition above about 38%;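 also: enzyme fragment complementation signal reports receptor beta-arrestin coupling in cells; 0% = agonist plus DMSO wells and 100% = wells without agonist; some results beyond the cut were filed as inactive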
ATG4B inhibitor: blocks human ATG4B protease cleavage of LC3 substrate; AID 504462; ATG4B cleavage of LC3-PLA2, NBD-HPC fluorescence, 1 h; actives 0.51% (n = 340,000); inhibition, % at 8.33 µM; in the data active = inhibition above about 40%
Target sequence (Q9Y4P1 whole entry, looked up): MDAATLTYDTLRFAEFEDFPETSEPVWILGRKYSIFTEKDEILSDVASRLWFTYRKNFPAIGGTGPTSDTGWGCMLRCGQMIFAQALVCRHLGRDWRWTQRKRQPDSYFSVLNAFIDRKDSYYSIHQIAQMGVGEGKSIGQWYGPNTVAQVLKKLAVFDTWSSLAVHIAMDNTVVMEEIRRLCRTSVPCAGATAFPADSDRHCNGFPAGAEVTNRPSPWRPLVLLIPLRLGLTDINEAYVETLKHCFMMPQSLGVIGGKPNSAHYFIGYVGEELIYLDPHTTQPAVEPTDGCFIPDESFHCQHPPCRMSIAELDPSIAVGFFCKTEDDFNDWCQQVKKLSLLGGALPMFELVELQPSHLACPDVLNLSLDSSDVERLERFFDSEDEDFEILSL
CCR6 antag: blocks CCL20-driven beta-arrestin recruitment at human CCR6. P51684. CHO-K1 CCR6 PathHunter beta-arrestin, luminescence, CCL20-stimulated. inhibition, % at 20 µM. actives 0.49% (n = 340,000). AID 493098;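 active = compounds whose inhibition of the agonist-driven luminescence signal at 20 µM reaches about 50%, limit read from the data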;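 also: cells stimulated with CCL20 at 14 nM final; plate controls were DMSO with CCL20 for no effect and DMSO without agonist for full effect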
UBC13 inh: human UBC13 polyubiquitination inhibition; P61088; actives 0.47% (n = 330,000); AID 485273; inhibition, % at 20 µM; UBC13 polyubiquitin chain formation, TR-FRET; in the data active = inhibition above about 45%, passing the limit was not always enough; inconclusive = no clear call, values can overlap the other calls
Target sequence (P61088 whole entry, looked up): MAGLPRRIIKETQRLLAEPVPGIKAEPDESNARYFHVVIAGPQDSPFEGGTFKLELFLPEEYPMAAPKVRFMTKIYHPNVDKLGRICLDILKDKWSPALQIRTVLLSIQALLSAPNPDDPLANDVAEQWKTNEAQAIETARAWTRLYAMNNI
APJ agonist: activates the human apelin receptor APJ; activation, % at 20 µM; P35414; CHO-K1 APJ PathHunter beta-arrestin, luminescence; 0% DMSO wells, 100% apelin; actives 0.11% (n = 330,000);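 active = activation more than six SD over the plate average, tested at 20 µM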;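 also: 0% = DMSO alone and 100% = apelin-13 at 10 nM; some results filed as inactive read as strong as hits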
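assay system = CHO-K1 APJ beta-arrestin complementation cell line | input = cell density 1000 per well | dosing = compound 20 µM once, DMSO 1% | timing = compound 90 min 25 °C, reagent 1 h | measured by = luminescence from split beta-galactosidase complementation, Galacton Star/Emerald II substrate | read-out basis = APJ agonist activity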
Gli-Sufu antag: blocks Gli-Sufu signaling in a luciferase reporter; Sufu-KO-LIGHT fibroblasts, Gli luciferase reporter luminescence; inhibition, % at 5 µM; actives 0.74% (n = 340,000);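 active = inhibition above about 55%, limit read from the data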;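 also: 0% = DMSO-treated cells and 100% = wells with medium but no cells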
An asterisk follows results filed as active; u = inconclusive; x = no result given.

No.	smiles	CCR6 antag	APJ antagonist	APJ agonist	EBI2 block
1	O=c1[nH]c(Cl)ccc1CN1CCOCC1	-1	11	-6	1
2	ClCCN1CCSCC1	6	x	x	6
3	O=C1CC(=O)N(Cc2ccccc2)C(=O)N1Cc1ccccc1	8	x	x	0
4	CCc1cc(=O)oc2cc(OCC(=O)N3C[C@H]4C[C@@H](C3)c3cccc(=O)n3C4)c(Cl)cc12	-1	-30	-3	-9
5	COC(=O)C1=C(c2ccc(F)cc2F)C[C@@H]2CC[C@H]1N2C	1	7	-4	-3
6	CCOC(=O)C1=C(C)OC(N)=C(C(=O)OC)C12C(=O)Nc1ccc(Br)cc12 (centres undefined)	4	-9	4	5
7	COc1ccc(N2CCN(CCCN)CC2)cc1	4	-11	0	-4
8	C[C@H]1CCC/C=C/[C@@H]2C[C@H](O)C[C@H]2[C@@H](O)/C=C/C(=O)O1	3	x	x	-17
9	C=CCn1c(O)c(C=NCCCOc2ccc(CC)cc2)c(=O)[nH]c1=S	12	2	0	9
10	COc1ccc(N=Cc2c(O)n(Cc3ccccc3)c(=S)[nH]c2=O)c(OC)c1	17	0	-4	13

No.	CXCR6 block	ATG4B inhibitor	UBC13 inh	Gli-Sufu antag
1	-2	-7	-2	-2
2	8	4	x	6
3	1	10	x	19
4	3	-1	-14	6
5	6	-2	6	13
6	10	6	-18	28
7	5	-9	7	-8
8	4	6	x	86*
9	0	-6	-4	3
10	14	10	7	8

Next part
No.	smiles	CCR6 antag	APJ antagonist	APJ agonist	EBI2 block
11	c1ccc(C2OCCN3CCCCC23)cc1 (centres undefined)	4	-11	-1	-15
12	CC(C)NC(=O)c1ccc(N2CC3CC(C2)c2cccc(=O)n2C3)c([N+](=O)[O-])c1 (centres undefined)	-5	2	-1	-13
13	CCn1c(C(=O)N2CCC(C(=O)N3CCC4(CC3)OCCO4)CC2)cc2sccc21	9	-1	1	-9
14	CCN1CCN(c2ncnc3ccc(Br)cc23)CC1	7	13	-1	-19
15	CN1CCC(O)(c2ccc(Cl)cc2)C(C(=O)c2ccc(Cl)cc2)C1 (centres undefined)	1	12	-2	1
16	N=C1c2ccccc2CN1CC(=O)c1ccccc1	-7	-6	-5	4
17	CN(C)CP(=O)(O)CN(C)C=O	-9	4	-4	-6
18	Cc1ccc(-n2c(O)c(C=NCCCn3ccnc3)c(=O)[nH]c2=O)cc1	5	10	-2	-4
19	COC(=O)C1=C(c2ccc(-c3ccccc3)c(F)c2)C[C@@H]2CC[C@H]1N2C(=O)NC1Cc2ccccc2C1	4	5	1	6
20	CCOP(=O)(OCC)C(NC(=O)c1cccc2ccccc12)C(Cl)(Cl)Cl (centres undefined)	9	13	-3	-8

No.	CXCR6 block	ATG4B inhibitor	UBC13 inh	Gli-Sufu antag
11	-7	8	11	-1
12	6	2	-8	-4
13	-6	4	8	1
14	-6	-2	11	-8
15	1	2	12	-6
16	-4	-7	7	-65
17	3	-5	0	2
18	3	-3	0	10
19	12	-6	u	-8
20	-6	2	2	-4

Seven records drawn at random from the list so far, as already listed:
No.	smiles	CCR6 antag	APJ antagonist	APJ agonist	EBI2 block
14	CCN1CCN(c2ncnc3ccc(Br)cc23)CC1	7	13	-1	-19
17	CN(C)CP(=O)(O)CN(C)C=O	-9	4	-4	-6
15	CN1CCC(O)(c2ccc(Cl)cc2)C(C(=O)c2ccc(Cl)cc2)C1 (centres undefined)	1	12	-2	1
19	COC(=O)C1=C(c2ccc(-c3ccccc3)c(F)c2)C[C@@H]2CC[C@H]1N2C(=O)NC1Cc2ccccc2C1	4	5	1	6
18	Cc1ccc(-n2c(O)c(C=NCCCn3ccnc3)c(=O)[nH]c2=O)cc1	5	10	-2	-4
13	CCn1c(C(=O)N2CCC(C(=O)N3CCC4(CC3)OCCO4)CC2)cc2sccc21	9	-1	1	-9
20	CCOP(=O)(OCC)C(NC(=O)c1cccc2ccccc12)C(Cl)(Cl)Cl (centres undefined)	9	13	-3	-8

No.	CXCR6 block	ATG4B inhibitor	UBC13 inh	Gli-Sufu antag
14	-6	-2	11	-8
17	3	-5	0	2
15	1	2	12	-6
19	12	-6	u	-8
18	3	-3	0	10
13	-6	4	8	1
20	-6	2	2	-4

Other entries follow.
No.	smiles	CCR6 antag	APJ antagonist	APJ agonist	EBI2 block
21	O=C(Nc1cccc2ccccc12)c1nn(C23CC4CC(CC(C4)C2)C3)cc1Br	27	1	5	-45
22	COc1ccc(-c2nn(CCC#N)cc2C(=O)O)cc1	5	2	-4	-6
23	CCOC(=O)C1(c2ccccc2)CCN(CC(=O)Nc2cccc3ccccc23)CC1	12	-3	-1	4
24	Cc1ccc(CN2C3CCCC2CC(NC(=S)NCc2ccccc2)C3)cc1 (centres undefined)	15	10	-4	-3
25	O=C(NC1(C(F)(F)F)Oc2ccc(Cl)cc2O1)N1CCC2(CC1)OCCO2 (centres undefined)	15	-19	5	-5
26	Cc1ccc(N2C(=O)NC(=O)/C(=C\c3cccn3C(C)(C)C)C2=O)cc1	17	10	1	6
27	COc1ccc(-c2nc(CS(=O)CC(=O)N3CCC4(CC3)OCCO4)c(C)o2)cc1 (centres undefined)	5	9	-3	-7
28	C=CCN=C(SCC(=O)c1ccc(Cl)cc1)c1c(O)n(C)c(=O)n(C)c1=O	18	8	-4	2
29	CC1=C2CCC3C(CCC4=CC(=O)CCC43C)C2CC1 (centres undefined)	-5	x	x	5
30	Cc1ccc(C(=O)NC2CC3CCC(C2)N3)cc1 (centres undefined)	3	0	0	-6

No.	CXCR6 block	ATG4B inhibitor	UBC13 inh	Gli-Sufu antag
21	-2	-5	-15	8
22	-9	-5	4	-6
23	-10	2	6	6
24	10	43*	17	33
25	-8	-13	2	33
26	10	0	-11	-11
27	1	-6	2	4
28	14	-8	-2	8
29	-8	-1	x	5
30	-5	2	0	9

(more compounds)
No.	smiles	CCR6 antag	APJ antagonist	APJ agonist	EBI2 block
31	CC(=NCCO)c1c(O)n(C2CCCCC2)c(=O)[nH]c1=O	9	4	1	-4
32	CN(C)c1ccc(C(=O)N/N=C/C23CC[C@@H](O)CC2(O)CC[C@@H]2[C@@H]3CCC3(C)C(C4=CC(=O)OC4)CCC23O)cc1 (some centres undefined)	6	-7	2	-16
33	C=CCn1c(O)c(C(CC)=NCCc2ccccc2)c(=O)[nH]c1=O	9	-12	-3	10
34	CC(=NCCCO)c1c(O)n(Cc2ccccc2)c(=O)[nH]c1=O	7	18	-4	9
35	COc1cc(/C=C2\C(=O)NC(=O)N(CCc3ccc(F)cc3)C2=O)ccc1O	10	12	-4	2
36	CN(C)C(=O)OCc1n(C)cc[n+]1C	10	6	0	-1
37	CN1C(=O)N(C)C(=O)C2(Cc3c(ccc4ccccc34)N(C)C2)C1=O	0	-11	4	0
38	CCc1ccccc1NC(=O)CN1CCN(C(=O)COc2ccccc2C#N)CC1	9	3	6	-3
39	C=CCNC(=S)Nc1ccc(OC(=O)Nc2ccc(Cl)c(Cl)c2)cc1	5	x	x	-4
40	O=C(C1c2ccccc2C(=O)N2CCc3ccccc3C12)N1CCC2(CC1)OCCO2 (centres undefined)	-7	0	-4	-9

No.	CXCR6 block	ATG4B inhibitor	UBC13 inh	Gli-Sufu antag
31	6	-2	3	3
32	-2	-6	-17	1
33	-7	-4	-2	17
34	3	-7	0	-6
35	8	0	-19	-4
36	6	-1	-8	1
37	-3	-5	-6	5
38	1	-5	1	-1
39	-2	9	x	-1
40	7	-9	-10	-1

(more compounds)
No.	smiles	CCR6 antag	APJ antagonist	APJ agonist	EBI2 block
41	COC(=O)C1=C(c2ccc(-c3ccccc3)c(F)c2)C[C@@H]2CC[C@H]1N2C(=O)NCCOc1ccccc1	8	-3	-3	31
42	CN(C)C(Cc1ccccc1)C(=O)c1c[nH]c2ccccc12 (centres undefined)	13	-14	-1	1
43	O=C1/C(=C\c2ccc(Cl)c(Cl)c2)N2CCC1CC2	11	9	3	12
44	COc1ccc2c3c1OC1C(=O)CC[C@@]4(O)[C@@H](C2)N(CC2CC2)CC[C@]314 (some centres undefined)	3	6	-4	1
45	CCC1(CC)C(=O)NC(=O)N(CCc2ccccn2)C1=O	4	x	x	1
46	C[C@]12CCC3C(CC[C@H]4C[C@H](O)CC[C@]34C)C1[C@@H](O)[C@@H](O)[C@@H]2O (some centres undefined)	1	-7	-1	-15
47	COC(=O)C1=C(c2ccc(F)cc2OCc2ccccc2)C[C@@H]2CC[C@H]1N2C(=O)NCCNC(C)=O	21	8	-4	5
48	Cc1cc(C)cc(NC(=O)CCNC(=O)N2C[C@H]3C[C@@H](C2)c2cccc(=O)n2C3)c1	-1	-1	-4	8
49	COc1ccccc1N1CCN(Cc2c(F)cccc2F)CC1	-13	21	-5	-4
50	O=P(O)(Oc1ccccc1)OC(c1ccccc1)C(F)(F)C(F)(F)F (centres undefined)	-6	-4	-2	-3

No.	CXCR6 block	ATG4B inhibitor	UBC13 inh	Gli-Sufu antag
41	10	18	0	13
42	-2	-3	-3	x
43	-7	-5	1	11
44	0	-3	-4	15
45	-5	-3	x	-1
46	3	0	-27	6
47	4	-5	5	-1
48	0	-27	-7	1
49	-6	-2	11	1
50	1	-16	2	-9

Following part:
No.	smiles	CCR6 antag	APJ antagonist	APJ agonist	EBI2 block
51	COc1ccc(/C=C/C(=O)NC(=S)N2C[C@H]3C[C@H](C2)c2cccc(=O)n2C3)cc1	-1	-17	-1	-1
52	CNC(=O)Oc1ccc(-c2cn3cc(Cl)ccc3n2)cc1	2	-11	1	-4
53	NCCc1c[nH]c2ccc(C(N)=O)cc12	-1	-1	-2	0
54	COC(=O)C(NC(=S)N1CC2C[C@@H](C1)Cn1c2cccc1=O)C(C)C (some centres undefined)	-3	11	-1	0

No.	CXCR6 block	ATG4B inhibitor	UBC13 inh	Gli-Sufu antag
51	1	-7	-11	-3
52	-4	-1	9	-84
53	1	-8	-7	3
54	3	1	-4	15

This is a subset; count on the stated rates, not on these rows.
